High-throughput results deposited in PubChem BioAssay by several laboratories.
proCasp3 act = activates human procaspase-3 | P42574 | recombinant procaspase-3 D3A, Ac-DEVD-pNA absorbance 405 nm | activation, % at 8.5 µM | hit rate 0.11% among 330,000 | AID 463141;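 active means activation above the mean of all tested compounds plus 3 SD, cut at about 21% in these data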;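 further: 0% = DMSO alone and 100% = DMSO wells spiked with extra 5 µM PC-3 D3A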
Target sequence (P42574 whole entry D9A/D28A/D175A): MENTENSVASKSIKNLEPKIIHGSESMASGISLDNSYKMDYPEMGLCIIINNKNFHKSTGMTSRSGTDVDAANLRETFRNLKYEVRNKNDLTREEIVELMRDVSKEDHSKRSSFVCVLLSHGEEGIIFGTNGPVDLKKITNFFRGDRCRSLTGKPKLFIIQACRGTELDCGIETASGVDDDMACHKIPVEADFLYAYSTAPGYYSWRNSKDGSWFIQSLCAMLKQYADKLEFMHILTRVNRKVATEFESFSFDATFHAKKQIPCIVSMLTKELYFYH
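Assay system: Procaspase-3 D3A mutant, all three cleavage aspartates alanine. Buffer or medium: Zinc-free HEPES saline buffer with Triton X-100. Times: 1 h compound preincubation, 2 h substrate hydrolysis at 25 °C. Measured by: 405 nm absorbance of p-nitroaniline, reads at 0 and 120 min. Read-out basis: percent activation relative to control range. Replicates: singlicate.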
proCasp7 act = counter-screen for procaspase-3 activators: activators of human procaspase-7. recombinant procaspase-7, Ac-DEVD-pNA absorbance 405 nm; D23A/D198A/D206A triple mutant, cannot self-cleave; scale: DMSO 0, 5 µM enzyme 100. activation, % at 8.5 µM. hit rate 0.093% among 330,000. P55210;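 active means percent activation above the screen-wide mean plus 3 SD, cut at about 25% in these data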
Target sequence (P55210 whole entry D23A/D198A/D206A): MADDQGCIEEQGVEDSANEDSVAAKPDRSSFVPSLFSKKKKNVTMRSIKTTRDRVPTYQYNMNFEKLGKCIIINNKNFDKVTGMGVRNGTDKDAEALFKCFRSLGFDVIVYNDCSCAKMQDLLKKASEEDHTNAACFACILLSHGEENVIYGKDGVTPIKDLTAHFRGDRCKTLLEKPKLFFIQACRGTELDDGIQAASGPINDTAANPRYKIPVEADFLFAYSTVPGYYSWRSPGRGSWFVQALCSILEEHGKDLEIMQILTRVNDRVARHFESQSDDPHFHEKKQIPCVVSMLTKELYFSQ
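Material: Procaspase-7 triple mutant (PC-7 D3A) | Quantity: 2 µM procaspase-7 mutant as dispensed | Reagent: DEVD-pNA substrate | Times: 1 h preincubation, 2 h reaction | Technique: 405 nm absorbance of p-nitroaniline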
GRK2 inh = human GRK2 inhibition via aptamer displacement. inhibition of aptamer binding, % at 10 µM. AID 488847. P25098. hit rate 0.59% among 330,000. bead flow cytometry, FAM-aptamer displacement from GRK2;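 active means inhibition of aptamer binding above 40%, roughly 3 SD of noise, on plates passing a quality check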;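 further: median bead fluorescence of bound FAM aptamer so fluorescent compounds give negative values; no value below 0 was filed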
JMJD2C inh = inhibitors of human GASC-1 (JMJD2C) demethylase; Q9H3R0; GST-JMJD2C(1-420) H3K9me3 demethylation, DELFIA europium; inhibition, % at 2.35 µM; hit rate 0.069% among 330,000; AID 2099;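 active means more than half of a compound's replicate wells show inhibition beyond 50%, single wells judged on their own value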;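 further: signal counts dimethyl H3K9 product captured on neutravidin plate; 0% = median of DMSO wells and 100% = 0.3 times that DMSO median; strong numbers were not always called active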
Fh CTSL1 inh = blocks F. hepatica cathepsin L1 in PFM18AAP counter-screen. inhibition, % at 5.96 µM. AID 1906. recombinant F. hepatica cathepsin L1, Z-Leu-Arg-MCA fluorescence. hit rate 0.49% among 300,000;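 active means inhibition above the mean of all tested compounds plus 3 SD, set per screening campaign, cut at about 17% in these data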;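 further: 0% = plate median of test compound wells and 100% = 1 µM Z-Phe-Ala-diazomethylketone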
VLA-4 inh = inhibition in a human VLA-4 binding assay. P13612. VLA-4 expressing cells, ligand binding flow cytometry. inhibition, % (about 7 µM as worked out from the volumes in the protocol). hit rate 0.2% among 330,000. AID 2557; in the data active means inhibition above about 50%
HCV core dimer = blocks dimerization of HCV core protein; inhibition, % at 5 µM; TR-FRET GST/Flag-core106 dimerization, 1536-well; hit rate 0.33% among 300,000;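 active means inhibition above the mean of all tested compounds plus 3 SD, set per screening campaign, cut at about 45% in these data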
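Assay system: GST-tagged and Flag-tagged HCV core protein residues 1-106 / Times: compound-protein-antibody incubation 4 h at 22.5 °C / Signal: time-resolved FRET, ex 340 nm, em 617 and 671 nm / Evaluation: % inhibition based on acceptor/donor emission ratio / Benchmarks: wells lacking GST-core106 and wells with excess unlabelled core106 / Repeats: singlicate, one well per compound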
PP1 counter = PP1-alpha (human) inhibition in PP5 counter-screen | P62136 | purified PP1alpha, OMFP fluorescence | inhibition, % at 6.7 µM | hit rate 0.9% among 320,000;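 active means inhibition above the mean inhibition of all tested compounds plus 3 SD, computed separately for each screening campaign, cut at about 15% in these data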
Target sequence (P62136 whole entry, looked up): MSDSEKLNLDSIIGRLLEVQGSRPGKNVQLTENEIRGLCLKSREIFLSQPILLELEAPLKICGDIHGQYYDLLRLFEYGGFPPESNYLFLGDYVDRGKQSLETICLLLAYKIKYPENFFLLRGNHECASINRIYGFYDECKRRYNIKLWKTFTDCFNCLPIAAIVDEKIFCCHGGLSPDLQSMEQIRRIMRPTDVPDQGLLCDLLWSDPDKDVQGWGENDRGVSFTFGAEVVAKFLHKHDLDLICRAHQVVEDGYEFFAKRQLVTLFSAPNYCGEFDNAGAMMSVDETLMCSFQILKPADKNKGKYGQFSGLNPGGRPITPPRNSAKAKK
PP5 inh = inhibitors of human protein phosphatase 5 (PP5) | purified PP5c, OMFP substrate fluorescence | hit rate 0.18% among 320,000 | inhibition, % at 6.7 µM | AID 1987 | P53041;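 active means inhibition above the campaign's mean inhibition across all tested compounds plus 3 SD, cut at about 9.5% in these data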;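 further: 0% = DMSO only and 100% = 100 µM cantharidin control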
* = called active by the depositor; . = not tested or not shown.

SMILES | proCasp3 act | proCasp7 act | GRK2 inh | JMJD2C inh | Fh CTSL1 inh | VLA-4 inh | HCV core dimer | PP1 counter | PP5 inh
Cc1c(Cl)cccc1NC(=S)N1CCCN(Cc2ccc(F)cc2)C1 | -2 | -6 | 0 | -2 | 4 | 8 | -2 | -10 | 3.8
CC1Cc2ccccc2N1CC(=O)NC(=O)NC(C)(C)C (configuration not stated) | -5 | 0 | 1 | 2 | -1 | 5 | 0 | -3 | 1.1
Cc1c(CN2CCCC(C)C2)c(O)n(CCO)c(=O)c1C#N (configuration not stated) | -4 | -3 | 4 | 0 | 1 | -1 | 0 | -3 | -0.7
COc1ccc2c(c1)/C(=N/N1C(=O)c3ccccc3C1=O)C(=O)N2 | -4 | 1 | 4 | -1 | 2 | -1 | 0 | -2 | 0.4
CSc1nc(N)nc(SCC(=O)C23CC4CC(CC(C4)C2)C3)c1C#N | 1 | 6 | 4 | -2 | -1 | -7 | 9 | 5 | 7.1
COC(=O)c1cnn(C(=O)c2cc(OC)ccc2Br)c1N | 1 | -5 | 5 | 11 | -2 | 0 | 1 | -6 | 0.7
O=C(O)C(Cc1c[nH]c2ccccc12)NS(=O)(=O)c1cccc2nsnc12 (configuration not stated) | -5 | -13 | 6 | -7 | -9 | 2 | -10 | 2 | 1.0
O=C(CSc1ncccc1C(=O)O)c1cccc(C(F)(F)F)c1 | 10 | 8 | 0 | 40 | 4 | 7 | -1 | -1 | -2.8
CCOc1ccccc1N(C(=O)Cn1nnnc1-c1ccc(C)o1)C(CC)C(=O)NC(C)(C)C (configuration not stated) | -8 | 0 | 97* | -1 | 4 | 4 | 4 | -2 | 0.0
COc1cccc(OC)c1C(=O)Nc1ccc2c3c(cccc13)CC2 | 7 | 5 | 1 | 1 | 3 | -6 | 3 | 3 | 1.6
COc1ccccc1-n1cnc2cc(C(=O)NCC3CCCO3)ccc21 (configuration not stated) | -1 | 10 | 3 | 5 | -4 | 5 | 0 | -2 | 2.1
COc1ccc(C(=O)NCCCNC(=O)c2cccnc2)cc1Br | 7 | -8 | 4 | -2 | 0 | 16 | 4 | -1 | -0.4
CC(O)Cc1nsc(NC(=O)c2cccs2)n1 (configuration not stated) | 4 | -1 | 1 | 21 | 3 | 9 | -3 | -1 | -1.2
COc1ccc(C2c3c(ncn(CCCN4CCOCC4)c3=N)Oc3ccc4ccccc4c32)cc1OC (configuration not stated) | 4 | 2 | 0 | 3 | 6 | 21 | -3 | -4 | 3.3
CC(=O)Nc1sc(N/N=C\c2cccc(Cl)c2)nc1-c1cccs1 | -7 | -18 | 0 | 1 | 0 | 10 | 0 | 0 | 4.2
CCc1cc2c(SCC(=O)c3ccc(C)cc3)ncnc2s1 | 3 | 1 | 0 | 10 | 0 | 4 | 7 | -2 | -0.8
COc1ccc(-c2c(=O)n(OCc3ccccc3[N+](=O)[O-])c3ccccc3[n+]2[O-])c(OC)c1 | 0 | 2 | 0 | -21 | 9 | 9 | 14 | -1 | -0.6
CCCC(=O)Oc1ccc(C2NC(=O)c3ccccc3O2)cc1OC (configuration not stated) | 3 | -8 | 1 | 2 | 0 | -3 | -3 | 1 | -5.3
CCNC(=O)C(=O)NCC1OCCCN1S(=O)(=O)c1ccc(F)cc1C (configuration not stated) | -1 | -6 | 3 | 17 | 1 | -7 | 6 | -2 | 1.7
Cc1ccc(C(=O)NCCNC(=O)COc2ccccc2Cl)cn1 | 17 | 3 | 0 | 2 | 3 | 1 | -5 | 0 | -0.3
O=C(O)CCC(=O)Nc1ccccc1Oc1ccccc1 | 2 | 9 | 8 | 5 | 7 | 7 | 1 | -3 | -1.1
Cc1[nH]c2ccc(-c3nnc(SCC(=O)c4ccccc4F)o3)cc2c1C | -3 | -5 | 0 | 2 | 2 | -2 | 11 | 1 | 0.0
Cc1cc(S(=O)(=O)n2cnc3ccccc32)c(C)cc1Cl | 8 | -2 | 3 | -4 | -5 | 5 | -4 | 1 | 0.1
O=C(NCCn1cc(SCc2ccccc2)c2ccccc21)c1ccccc1F | -4 | -11 | 6 | -5 | 2 | 0 | -4 | -4 | 4.8
CCOC(=O)N1CCN(C(=O)c2ccc(SC)cc2OC)CC1 | 1 | 2 | 0 | -1 | 1 | 5 | 1 | -7 | -2.9
Cc1ccc(OCCOCCNC(C)(C)C)c([N+](=O)[O-])c1 | -3 | 0 | 5 | 2 | -4 | -2 | -2 | 0 | 0.7
Cc1ccc2nc(-c3ccc(NC(=S)NC4CC(C)(C)NC(C)(C)C4)cc3)sc2c1 | -19 | -34 | 0 | -7 | 10 | 54* | 15 | 1 | -0.9
Cc1cc(NC(=O)/C=C/C(=O)N(CC(=O)NC2CCCC2)c2ccc(F)cc2)no1 | 11 | 3 | 0 | -2 | -2 | 5 | -3 | 0 | 0.1
CC(=O)Nc1ccc(SCC(=O)N2CCN(S(=O)(=O)c3ccccc3)CC2)cc1 | 0 | 4 | 0 | -6 | 4 | 0 | 3 | 1 | 2.8
O=[N+]([O-])c1ccc(S(=O)(=O)Nc2ccc(-c3csc(-c4ccccc4)n3)cc2)cc1 | 2 | 7 | 0 | 2 | 3 | 15 | 30 | 7 | 7.8
CCOC(=O)C1CCN(C(=O)COC(=O)Cc2ccc(Cl)cc2)CC1 | 7 | 9 | 0 | -22 | -3 | -13 | -6 | 0 | 0.7
CCN(C(=O)c1cccs1)c1nnc(-c2ccncc2)s1 | 5 | 2 | 0 | 10 | 3 | -12 | 0 | 0 | -0.5
O=C(c1ccccc1)N1CCN(C(=O)c2cccnc2)CC1 | 2 | -3 | 0 | 5 | 1 | 14 | -12 | -1 | 1.5
Cc1nc(S(=O)(=O)N2CCN(C3c4ccccc4-c4ccccc43)CC2)cn1C | 7 | 4 | 0 | -22 | -4 | -1 | 3 | -2 | 1.3
O=C(/C=C/c1ccc2c(c1)OCCCO2)c1ccc2ccccc2c1O | 2 | 10 | 2 | -2 | -1 | 3 | 5 | 1 | 1.2
O=C(CC1C(=O)NCCN1Cc1ccc(Cl)c(F)c1)NC1CCC1 (configuration not stated) | -4 | 4 | 1 | 34 | 2 | 9 | -2 | 1 | 0.8
COC(=O)/C=C1\S/C(=N/NC(=O)c2ccc(OC)cc2)NC1=O | -6 | -4 | 1 | 5 | 1 | -4 | -2 | -2 | -2.5
CN1/C(=C\C(=O)C(F)F)C(C)(C)c2ccccc21 | -8 | -2 | 11 | -26 | -2 | -10 | 2 | -2 | 3.6
CSc1nc2c(c(-c3ccc(O)cc3)c1C#N)CCC2 | -3 | -7 | 3 | 0 | -2 | -1 | 15 | 2 | 4.8
CC(C)(C)n1nnnc1C(c1cccnc1)N1CCN(c2ccccc2)CC1 (configuration not stated) | -3 | 4 | 0 | 30 | -1 | 2 | 0 | -2 | 0.7
N#Cc1c(N)nc2c(c1-c1cccs1)CCCC2 | 10 | 10 | 1 | -9 | 3 | 0 | -5 | 2 | 3.3
COc1cc(/C=C/C(=O)O)cc(S(=O)(=O)NCCCO)c1OC | 5 | 3 | 0 | 0 | -2 | 17 | -4 | -3 | 2.2
COc1ccc(-c2n[nH]c(=S)n2-c2ccc(Br)cc2)cc1OC | -16 | 0 | 1 | 31 | 6 | 9 | 10 | -4 | -5.2
COc1nc(SC)nc(Cl)c1Cc1ccc(OC(C)C)cc1 | -1 | 2 | 0 | 14 | 2 | 9 | -4 | -2 | -0.1
Cc1nn(CCOc2ccccc2)c(=O)n1-c1ccccc1 | -1 | -2 | 0 | 2 | -2 | 20 | 1 | -3 | -0.2
O=S(=O)(c1ccc(N2CCN(Cc3ccccc3)CC2)nc1)N1CCCC1 | -6 | 5 | 0 | 2 | . | -5 | . | -1 | 0.9
CCOc1ccc(C(O)c2nccn2Cc2ccccc2)cc1 (configuration not stated) | 8 | -2 | 0 | 5 | -3 | 0 | 1 | -1 | 0.4
Cc1n[nH]c(C)c1CCc1nc2c3ccccc3nc(SCC(=O)Nc3ccccc3F)n2n1 | 11 | 8 | 0 | 137 | 0 | -7 | -1 | 6 | -0.1
O=[N+]([O-])c1ccc(C[n+]2cccc3c4ccccc4ccc32)cc1 | 0 | 4 | 0 | -6 | 0 | -18 | 3 | -2 | -3.4
CCOc1ccc(S(=O)(=O)NCC(=O)OCc2nnc(-c3ccccc3)o2)cc1 | 8 | 6 | 5 | -1 | . | 7 | . | 0 | 1.2
CCc1ccccc1NC(=O)Nc1cccn(Cc2ccc(F)cc2)c1=O | 3 | 7 | 0 | 7 | 4 | 8 | 5 | -2 | 3.3
Cn1cc(S(=O)(=O)Nc2ccc(OC(F)(F)F)cc2)c(=O)n(C)c1=O | -3 | 3 | 2 | 1 | 4 | 5 | 0 | -3 | -2.6
O=C1NC(=S)S/C1=C\c1cc2ccccc2nc1N1CCCCC1 | -3 | -7 | . | 9 | 1 | -5 | 16 | 1 | -1.5
COc1ccc(N(CC(=O)NC(C)(C)C)S(=O)(=O)c2ccccc2)cc1OC | 1 | -5 | 0 | 1 | -2 | 2 | -5 | -2 | 3.1
O=C1Cc2cc(S(=O)(=O)NCc3ccccc3Cl)cc3c2N1CCC3 | -1 | -6 | 0 | -65 | -5 | 0 | 16 | 3 | 0.4
O=C(COc1ccccc1-c1ccccc1)NCc1ccco1 | 8 | 4 | 0 | -31 | -2 | -1 | 6 | -2 | 0.2
Clc1ccc(-n2nnc(-c3cccnc3)n2)cc1Cl | 5 | 2 | 0 | 6 | 2 | -4 | -12 | 3 | 2.4
CCCCn1c(CN2CCOCC2)nc2c1c(=O)n(C)c(=O)n2C | 1 | 0 | 0 | 145 | -1 | 2 | 0 | -4 | -0.6
CCOC(=O)C[C@H]1c2cc(F)ccc2S(=O)(=O)N1C1CCCC1 | -5 | 6 | 0 | -18 | -1 | 14 | -2 | -2 | 0.6
O=C(NC(=S)Nc1nc(-c2ccccc2)cs1)c1ccco1 | -9 | -11 | 4 | -5 | 5 | 18 | 0 | -5 | 2.3
O=C(COc1ccccc1)OCC(=O)c1c[nH]c2ccccc12 | 7 | -8 | 0 | 1 | . | -1 | . | 1 | 4.4

Just PP5 inh, for four of the compounds above:
molecule | PP5 inh
CCOC(=O)N1CCN(C(=O)c2ccc(SC)cc2OC)CC1 | -2.9
Cc1ccc(OCCOCCNC(C)(C)C)c([N+](=O)[O-])c1 | 0.7
Cc1ccc2nc(-c3ccc(NC(=S)NC4CC(C)(C)NC(C)(C)C4)cc3)sc2c1 | -0.9
Cc1cc(NC(=O)/C=C/C(=O)N(CC(=O)NC2CCCC2)c2ccc(F)cc2)no1 | 0.1
